# Screens as filed in PubChem.
# PfGluPho inh: PfG6PD (Plasmodium falciparum) enzyme inhibition; PfGluPho enzyme, NADPH resazurin-diaphorase fluorescence; inhibition, % at 20 µM; 350,000 tested, 0.78% active;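 active means inhibition reaching at least a set limit at 20 µM in the primary screen, cut at about 59% in these data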;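 further: 0% = DMSO wells with substrate and 100% = DMSO wells lacking glucose-6-phosphate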
# SENP7 inh: inhibitors of human SENP7 protease; recombinant SENP7, Z-RLRGG-aminoluciferin luminescence, 40 min; Q9BQF6; inhibition, % at 5 µM; 330,000 tested, 1.5% active;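 active means inhibition above about 50% at the single test dose, limit read from the data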;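 further: plate controls were DMSO with enzyme for no effect and no enzyme buffer wells for full effect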
# Target sequence (Q9BQF6 706-1050 limits assumed): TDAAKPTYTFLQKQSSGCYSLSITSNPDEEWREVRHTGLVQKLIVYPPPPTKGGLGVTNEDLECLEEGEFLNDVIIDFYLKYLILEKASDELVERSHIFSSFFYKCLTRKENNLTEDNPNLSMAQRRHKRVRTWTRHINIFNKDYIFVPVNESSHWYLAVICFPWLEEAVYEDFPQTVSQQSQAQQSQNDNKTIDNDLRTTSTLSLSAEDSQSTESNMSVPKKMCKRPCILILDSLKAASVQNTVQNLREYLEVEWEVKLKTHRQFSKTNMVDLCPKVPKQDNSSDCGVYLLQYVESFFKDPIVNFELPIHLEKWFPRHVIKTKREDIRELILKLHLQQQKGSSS
# SENP6 inh: blocks the human protease SENP6 | Q9GZR1 | Recombinant SENP6 catalytic domain, aminoluciferin luminescence | inhibition, % at 10 µM | 330,000 tested, 1.8% active | AID 2599;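 active means inhibition above about 50% at the single tested dose, limit read from the data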;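 further: plate controls were DMSO wells with enzyme for no effect and DMSO wells lacking enzyme for full effect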
# Target sequence (Q9GZR1 628-1112 limits assumed): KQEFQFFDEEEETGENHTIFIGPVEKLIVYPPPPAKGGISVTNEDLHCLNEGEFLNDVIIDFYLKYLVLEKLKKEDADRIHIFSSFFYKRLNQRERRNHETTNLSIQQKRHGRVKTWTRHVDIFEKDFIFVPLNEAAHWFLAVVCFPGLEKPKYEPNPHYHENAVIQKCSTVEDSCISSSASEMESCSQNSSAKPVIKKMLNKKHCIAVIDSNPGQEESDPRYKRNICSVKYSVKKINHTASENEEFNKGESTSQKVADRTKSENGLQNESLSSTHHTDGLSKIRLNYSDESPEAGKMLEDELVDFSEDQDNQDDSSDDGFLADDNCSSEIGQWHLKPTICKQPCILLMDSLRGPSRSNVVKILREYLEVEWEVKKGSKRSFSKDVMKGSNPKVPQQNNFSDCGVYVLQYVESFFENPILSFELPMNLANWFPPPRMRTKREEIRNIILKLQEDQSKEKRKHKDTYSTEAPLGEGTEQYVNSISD
# HKDC1 inhibitor: HKDC1 (human) hexokinase inhibition; Q2TB90; recombinant HKDC1, G6PDH/diaphorase resazurin coupled fluorescence; inhibition, % at 20 µM; 340,000 tested, 0.16% active; AID 493160;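 active means inhibition above about 35% when tested at 20 µM, limit read from the data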;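 further: plate controls were DMSO wells with enzyme for no effect and DMSO wells lacking enzyme for full effect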
#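 Test system: Recombinant HKDC1 (HK5) hexokinase enzyme, produced in-house | Input: HKDC1 at 5 µg/mL | Buffer or medium: Tris pH 8.0 buffer with MgCl2, Tween-20, BSA, BME | Schedule: 90 min reaction incubation at room temperature, dark | Technique: Resazurin-to-resorufin fluorescence via G6PDH and diaphorase coupling, 525/613 nm | Controls: DMSO wells with and without enzyme mix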
# Apaf1 inhib: human Apaf-1 inhibition. O14727. reconstituted apoptosome caspase-3 activity, DEVD-Rh110 fluorescence. inhibition, % at 20 µM. 330,000 tested, 0.71% active; active means inhibition of at least 40% at 20 µM;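 further: plate controls were DMSO wells for no effect and DEVD-CHO caspase inhibitor wells for full effect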
#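 detection = Rh110 fluorescence intensity | test system = biochemical Apaf-1 apoptosome reconstitution | also added = cytochrome c and DEVD-Rh110 substrate | schedule = 30 min plus 50 min, RT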
# SENP1 FRET inh: SENP1 (human) catalytic domain inhibition; recombinant SENP1 catalytic domain, CyPet-SUMO1-YPet FRET cleavage; inhibition, % at 10 µM; 360,000 tested, 0.21% active;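 active means inhibition at least 30% at 10 µM, raw YFP signal under a set limit, fluorescence ratio 0.5 to 1.5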;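 further: 0% = enzyme with DMSO and 100% = no enzyme wells; some results filed as inactive read as strong as hits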
#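 Compound: 10 µM single point, 0.5% DMSO; Test system: hSENP1 catalytic domain, recombinant; Timing: 50 min reaction at room temperature; Technique: FRET, CFP and YFP emission; Control set: no-enzyme wells low, DMSO-plus-enzyme wells high control.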
# SENP8 block-1: blocks the human protease SENP8 | Q96LD8 | inhibition, % at 10 µM | purified SENP8, Z-RLRGG-aminoluciferin cleavage, luminescence | AID 2540 | 330,000 tested, 1.2% active; in the data active means inhibition above about 50%
# Target sequence (Q96LD8 whole entry, looked up): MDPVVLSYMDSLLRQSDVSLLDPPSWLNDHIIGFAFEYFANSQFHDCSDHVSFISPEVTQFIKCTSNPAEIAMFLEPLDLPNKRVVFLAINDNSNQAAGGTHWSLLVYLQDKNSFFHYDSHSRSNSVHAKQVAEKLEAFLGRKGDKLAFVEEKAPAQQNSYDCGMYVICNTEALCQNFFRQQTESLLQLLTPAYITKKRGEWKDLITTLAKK
# SENP8 block-2: blocks human SENP8 cleavage of Nedd8 substrate; 360,000 tested, 0.64% active; recombinant SENP8, Nedd8 substrate fluorescence; AID 602440; Q96LD8; inhibition, % at 20 µM; in the data active means inhibition mostly above about 40%, no sharp cut-off; inactive means mostly below about 27%
# NLRP3 yeast inh: blocks the NALP3 inflammasome reconstituted in yeast; 330,000 tested, 0.39% active; Yeast reconstituted NLRP3/ASC/caspase-1, beta-gal luminescence, 24 h; inhibition, % at 10 µM;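 active means inhibition of 50% or more; inactive means inhibition below 50%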;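 further: plate controls were induced DMSO wells for no effect and uninduced yeast grown without galactose for full effect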
# Numbers without * were called inactive; . = no result given.
SMILES,PfGluPho inh,SENP7 inh,SENP6 inh,HKDC1 inhibitor,Apaf1 inhib,SENP1 FRET inh,SENP8 block-1,SENP8 block-2,NLRP3 yeast inh
COc1ccc(N2C(=O)CC(N3CCN(C(=O)c4ccco4)CC3)C2=O)cc1 (stereo not drawn),-9,-12,2,-2,-3,4,-3,17,-8
Cc1ccc(NC(=O)NCC2CCN(Cc3cccc(Cl)c3)CC2)cc1Cl,13,3,-18,1,-5,1,1,21,16
O=C(Cc1cccc2ccccc12)NNC(=O)c1ccc(Br)o1,12,2,7,-6,4,2,-2,-4,20
CC(Oc1ccc(F)cc1)C(=O)Nc1cc(S(=O)(=O)N2CCOCC2)ccc1N1CCCC1 (stereo not drawn),-5,1,-8,-6,8,1,-14,6,15
COc1ccc(OC)c(Nc2nc(NCCO)c3ccccc3n2)c1,34,9,13,1,4,0,11,-37,22
O=C(NCc1ccco1)C1CC(c2ccccc2C(F)(F)F)=NO1 (stereo not drawn),7,12,-16,0,-2,-4,-15,12,2
Cc1ccc(C(C)(C)C)cc1S(=O)(=O)Nc1ncnc2sccc12,-28,-6,-6,-2,13,-11,-12,-6,-10
CC(=O)c1ccccc1OC(=O)c1ccco1,8,1,-3,-6,-14,4,-4,2,8
COc1ccc(NC(=O)CC2Oc3ccccc3NC2=O)cc1 (stereo not drawn),10,1,-17,-4,0,0,-2,13,11
COc1cc2c(cc1OC)-c1nnc(C)n1C1(CCCC1)C2,2,5,6,-6,-2,0,5,10,11
COc1ccc(Cn2c(O)c(C=Nc3ccccc3)c3ccccc3c2=O)cc1,-8,20,36,1,34,-53,-1,28,8
Cc1ccc(S(=O)(=O)N2CCN(C(=O)c3ccccc3OCc3c(C)noc3C)CC2)cc1C,-2,-5,2,-2,11,1,2,7,16
COCCNC(=O)CSc1nc2nn(-c3ccccc3)c(=O)c-2c2n1CCCCC2,-1,4,-5,-7,3,2,-3,18,2
CC(=O)N1CCN(C(=O)c2ccc(Cl)c(S(=O)(=O)N3CCCCCC3)c2)CC1,5,4,-8,-2,-1,3,-1,11,3
CC(=O)Nc1ccc2c(c1)NC(=O)CC2,2,3,-4,-2,1,0,-4,3,-1
COc1ccc(-c2ccc(SCC(=O)c3cccs3)nn2)cc1,43,4,-12,-3,4,3,-8,18,-75
C=CCN(c1ccccc1)S(=O)(=O)c1cccc(C(=O)NC2CCC(O)CC2)c1 (stereo not drawn),-3,7,-3,-6,3,1,-1,11,21
CCCCn1c(NCc2ccccc2NS(=O)(=O)c2ccc(C)cc2)nc2ccccc21,2,-3,9,-4,5,-3,3,15,12
COc1ccc(S(=O)(=O)N2CCCC2C(=O)Nc2ccc(C)cc2)cc1 (stereo not drawn),-13,2,4,3,8,1,-3,21,19
Cc1ccccc1C(=O)N[C@H](C(=O)OCC(=O)c1ccc[nH]1)C(C)C,-9,-3,1,-14,-1,0,0,16,-15
Cc1ccc2cc(/C=C3\N=C(c4ccccc4)OC3=O)c(N3CCOCC3)nc2c1,-21,-2,8,9,1,.,-9,.,2
CSc1nc(O)c(Cc2ccccc2)c(=O)[nH]1,2,-1,-10,13,-19,1,-4,11,1
CC1=C(SCCC#N)S/C(=C2\SC(C)=C(SCCC#N)S2)S1,60*,3,-6,1,5,0,2,46*,20
O=c1c2ccccc2c(-c2ccc(Br)cc2)nn1Cc1ccccc1,-4,-6,-10,7,20,-1,-20,34,17
Cc1cccc(-n2cnc(C(=O)NC3CCCCCC3)c2)n1,-3,2,-3,-2,4,2,-8,15,17
SMILES,PfGluPho inh,SENP7 inh,SENP6 inh,HKDC1 inhibitor,Apaf1 inhib,SENP1 FRET inh,SENP8 block-1,SENP8 block-2,NLRP3 yeast inh
COc1ccc(OCCC(=O)Nc2nccs2)cc1,-2,10,-15,3,6,4,4,3,8
NS(=O)(=O)c1cc(C(=O)OC2CCOC2=O)ccc1Cl (stereo not drawn),-1,-3,-5,-8,6,1,2,5,6
O=C(c1cccnc1)N1N=C(c2cccs2)CC1c1ccc(F)cc1 (stereo not drawn),-6,-7,-20,-9,-8,-3,-7,12,14
COc1ccc(Cl)cc1NC(=O)CN(C)C(=O)CNC(=O)C12CC3CC(CC(C3)C1)C2,-3,6,5,6,10,3,7,20,6
O=C(Nc1ncccc1O)c1ccc(Cl)c(S(=O)(=O)N2CCCCC2)c1,-11,0,-15,-1,-1,0,-5,2,20
CCOC(=O)C1=C(C)OC(N)=C(C(=O)OCC)C1c1cccnc1 (stereo not drawn),-16,-2,6,-11,-16,-2,3,6,7
CN(C)/C=N/c1ncc(C(=O)c2ccccc2)s1,1,1,-8,-8,-3,-8,-14,-126,15
CCn1cc(C(=O)Nc2ccc(NC(=O)c3ccco3)cc2)c(=O)c2ccc(C)nc21,-1,-1,11,5,-59,12,-10,14,16
O=C1OCCN1/N=C/c1ccc([N+](=O)[O-])o1,5,2,2,-2,17,-9,-9,23,-2
O=C(c1ccco1)n1nc(-c2ccc(Cl)cc2)nc1NCc1ccco1,1,5,-10,-1,-1,-2,3,-5,-6
Cn1c(SCc2ccccc2)nc(N)c(N=O)c1=O,20,1,-8,-1,-15,-24,4,-15,17
CC(=O)Nc1cccc(-c2cn3ccccc3n2)c1,14,-3,-12,-15,-1,4,-11,-288,27
COc1ccc(C)cc1NC(=O)C(=O)N/N=C(\C)CC(=O)Nc1cccnc1,-1,-3,7,-9,-7,-16,-3,6,16
CCC(NC(=O)c1cccc(Cn2cc([N+](=O)[O-])cn2)c1)c1ccc(C(C)C)cc1 (stereo not drawn),-1,9,-4,-1,9,-1,3,14,18
Cc1cccc(OCCC(=O)Nc2ccc(F)c(Cl)c2)c1,11,-2,-15,2,10,1,-7,18,26
O=C(COC(=O)CNS(=O)(=O)c1ccc2ccccc2c1)Nc1ccccc1Sc1ccccc1,-9,-7,4,0,17,3,-5,1,10
Cc1cc(C)n2nc(C(=O)OCC(=O)c3cc(C)n(CC4CCCO4)c3C)nc2n1 (stereo not drawn),-9,-6,-14,-12,-3,-2,-5,6,5
CCc1ccc2[nH]c(=O)c(CN(Cc3ccccc3)C(=O)Nc3ccccc3OC)cc2c1,3,1,-7,12,16,0,-2,-18,16
Cc1cccc(C)c1NC(=O)COC(=O)c1cc(-c2cccnc2)nc2ccccc12,23,6,15,-6,-1,1,2,-71,28
O=[N+]([O-])c1ccccc1NCc1ccc(Cl)cc1,-7,7,14,-1,3,.,-1,.,0
O=C(O)c1ccc(N=NN2CCCCCC2)cc1,-17,2,19,-7,-10,3,3,26,20
N#CCCN1CCN(Cc2ccccc2)CCC1=O,-9,-1,7,-10,-7,1,-8,15,6
COC(=O)C(CCCCN1C(=O)C2C3C=CC(C3)C2C1=O)N1C(=O)C2C3C=CC(C3)C2C1=O (stereo not drawn),15,-4,0,-3,3,0,2,13,6
COc1ccc(C(=O)Nc2nnc(SCC(=O)NCC3CCCO3)s2)cc1OC (stereo not drawn),-7,-4,2,-5,2,1,0,-35,-6
O=C(Nc1ccccc1)NC1CS(=O)(=O)CC1O (stereo not drawn),5,3,0,-11,-5,2,0,5,10

# Compounds from the list above with bromine (2):
SMILES,PfGluPho inh,SENP7 inh,SENP6 inh,HKDC1 inhibitor,Apaf1 inhib,SENP1 FRET inh,SENP8 block-1,SENP8 block-2,NLRP3 yeast inh
O=C(Cc1cccc2ccccc12)NNC(=O)c1ccc(Br)o1,12,2,7,-6,4,2,-2,-4,20
O=c1c2ccccc2c(-c2ccc(Br)cc2)nn1Cc1ccccc1,-4,-6,-10,7,20,-1,-20,34,17

# Additional results:
SMILES,PfGluPho inh,SENP7 inh,SENP6 inh,HKDC1 inhibitor,Apaf1 inhib,SENP1 FRET inh,SENP8 block-1,SENP8 block-2,NLRP3 yeast inh
Cc1ccc(S(=O)(=O)N(CC(=O)Nc2cccnc2)c2ccccc2C)cc1,-5,4,-20,7,7,-1,1,9,9
Oc1ccccc1C1=NCCNC(C(F)(F)C(F)F)=C1,-25,-5,-2,-3,5,3,-1,33,4
CC1CCC2(CC1)NC(=O)N(CC(=O)N1CCN(C(=O)c3ccco3)CC1)C2=O (stereo not drawn),10,5,7,-1,8,0,-3,7,4
O=C(O)CC(c1cccc(Cl)c1)n1cccc1 (stereo not drawn),5,1,-4,-3,2,0,-4,4,-8
CCOC(=O)c1sc(N)c(C(=O)Nc2ccccc2)c1C,64*,-10,-3,-10,10,-1,-3,-4,14
Cn1c(SCC(=O)c2ccccc2)nnc1-c1cccc(N)c1,7,4,-1,-3,-2,2,-1,8,16
COc1cc(OC)cc(C(=O)OCC(=O)Nc2cccc(S(=O)(=O)NC3=NCCCCC3)c2)c1,-2,5,-8,-3,2,8,10,5,27
Cn1c(-c2c(N)n(CCc3ccccc3)c3nc4ccccc4nc23)nc2ccccc21,34,1,-4,-3,-4,-21,8,-291,0
COc1ccc(N(C(=O)CNC(=O)c2ccco2)C(C(=O)NCC2CCCO2)c2ccccc2)cc1Cl (stereo not drawn),2,-9,-16,2,0,-3,-1,5,11
CCC(C)(C)NC(=O)c1cccc(NC(=O)C(C)C)c1,-1,-7,-2,-8,-8,0,8,8,19
C=CCn1c(COc2cccc3ccc(C)nc23)nnc1SCC(=O)OC,14,9,-2,4,-6,1,5,-42,5
CCc1ccc2c(c1)C(c1ccc([N+](=O)[O-])cc1)=NNC(c1ccc(C)cc1)=N2,-7,-10,-13,-6,19,2,-11,19,-3
O=C(c1cccc2nccnc12)N1CCCC(Nc2ccc(F)c(F)c2)C1 (stereo not drawn),-4,8,-9,-2,2,2,7,4,15
COc1ccc(-n2c(-c3ccccc3)cc3c2CCCC3=O)cc1,-7,-14,-9,0,33,3,-7,8,8
Cc1nn(CC(O)CN2c3ccccc3Sc3ccccc32)c(C)c1Br (stereo not drawn),16,3,-24,7,19,1,-1,7,10
CC(C)CC1C(=O)N(Cc2cn(CC3CCCCC3)nn2)CCS(=O)(=O)N1Cc1ccc(-c2cccc(C#N)c2)cc1 (stereo not drawn),3,.,.,1,.,0,.,13,.
Cc1cc2cc(CNC(=O)c3ccc(S(=O)(=O)N4CCCCC4)cc3)ccc2n1C,-8,-4,2,0,53*,-14,12,-26,10
CC(Oc1ccc(Cl)cc1Cl)C(=O)Nc1ccc(OCC(=O)O)cc1 (stereo not drawn),-9,-2,1,-8,-9,-1,5,6,16
CCOC(=O)c1sc(NC(=O)c2ccccc2)cc1C,12,94*,93*,-1,3,-2,77*,-44,33
Cc1ccc2ncnc(NCCC(=O)O)c2c1,-5,7,3,10,5,-1,-3,-7,22

# One compound at a time, as listed above. Screens in order: PfGluPho inh, SENP7 inh, SENP6 inh, HKDC1 inhibitor, Apaf1 inhib, SENP1 FRET inh, SENP8 block-1, SENP8 block-2, NLRP3 yeast inh
# `Cc1cc2cc(CNC(=O)c3ccc(S(=O)(=O)N4CCCCC4)cc3)ccc2n1C` across the screens: -8, -4, 2, 0, 53*, -14, 12, -26, 10
# `Cc1ccc2ncnc(NCCC(=O)O)c2c1` across the screens: -5, 7, 3, 10, 5, -1, -3, -7, 22
# `O=C(c1cccc2nccnc12)N1CCCC(Nc2ccc(F)c(F)c2)C1` (stereo not drawn) across the screens: -4, 8, -9, -2, 2, 2, 7, 4, 15
# `Cc1nn(CC(O)CN2c3ccccc3Sc3ccccc32)c(C)c1Br` (stereo not drawn) across the screens: 16, 3, -24, 7, 19, 1, -1, 7, 10
